GPR151 ag = activators of human GPR151. activation, % at 11.2 µM. PathHunter beta-arrestin GPR151 cells, luminescence. 1% of 650,000 active. Q8TDV0; in the data active = activation above about 4.9%;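 note: 0% = median of compound wells and 100% = cells with positive control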
Target sequence (Q8TDV0 whole entry, looked up): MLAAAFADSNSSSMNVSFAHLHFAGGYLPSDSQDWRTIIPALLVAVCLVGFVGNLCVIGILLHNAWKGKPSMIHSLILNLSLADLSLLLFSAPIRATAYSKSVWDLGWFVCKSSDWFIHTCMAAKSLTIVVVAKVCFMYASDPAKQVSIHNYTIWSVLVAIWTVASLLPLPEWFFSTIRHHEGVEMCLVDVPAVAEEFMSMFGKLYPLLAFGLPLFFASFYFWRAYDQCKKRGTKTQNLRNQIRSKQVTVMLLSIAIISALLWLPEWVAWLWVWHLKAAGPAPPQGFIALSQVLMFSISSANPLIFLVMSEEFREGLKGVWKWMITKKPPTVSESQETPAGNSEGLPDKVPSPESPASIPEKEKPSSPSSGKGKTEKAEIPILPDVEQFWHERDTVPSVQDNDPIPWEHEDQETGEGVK
MITF primary = inhibitors of human MITF. inhibition, % at 2.6 µM. AID 1259374. 0.91% of 650,000 active. O75030. AlphaScreen MITF homodimerization, bead proximity signal; in the data active = inhibition above about 50%;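 note: 0% = vehicle wells with protein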
FBW7 act = human FBW7 E3 ligase activation, primary screen; Q969H0; AlphaScreen FBW7–phospho-cyclin E peptide binding, activator screen; normalized activity (activation), % at 26.1 µM; 0.13% of 650,000 active; in the data active = normalized activity above about 1.9%;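 note: purified mutant Fbw7 with reduced substrate affinity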
Target sequence (Q969H0 whole entry, looked up): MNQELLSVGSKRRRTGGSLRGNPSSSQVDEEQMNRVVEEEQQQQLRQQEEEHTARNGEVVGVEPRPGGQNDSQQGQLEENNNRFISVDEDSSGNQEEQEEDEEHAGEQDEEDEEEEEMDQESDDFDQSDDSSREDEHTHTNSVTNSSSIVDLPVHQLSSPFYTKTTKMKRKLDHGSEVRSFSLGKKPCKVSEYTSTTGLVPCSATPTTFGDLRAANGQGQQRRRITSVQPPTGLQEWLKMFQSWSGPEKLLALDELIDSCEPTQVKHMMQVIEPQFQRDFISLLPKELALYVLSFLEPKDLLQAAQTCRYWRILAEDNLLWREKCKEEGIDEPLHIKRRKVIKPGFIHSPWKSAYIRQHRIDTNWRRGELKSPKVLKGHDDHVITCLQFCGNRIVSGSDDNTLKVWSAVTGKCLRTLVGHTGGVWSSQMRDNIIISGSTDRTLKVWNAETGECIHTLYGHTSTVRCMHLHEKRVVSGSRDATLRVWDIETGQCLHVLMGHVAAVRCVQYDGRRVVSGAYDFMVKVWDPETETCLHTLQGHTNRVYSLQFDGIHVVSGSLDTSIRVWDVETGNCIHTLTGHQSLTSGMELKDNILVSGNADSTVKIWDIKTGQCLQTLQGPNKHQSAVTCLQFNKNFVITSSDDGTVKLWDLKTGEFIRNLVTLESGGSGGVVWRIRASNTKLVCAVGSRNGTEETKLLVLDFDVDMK
TEAD-YAP inh = TEAD-YAP interaction inhibition; inhibition, % at 9.12 µM; HEK-TIYL cells, TEAD-Gal4/YAP UAS-luciferase luminescence; 1.4% of 640,000 active; AID 1259422; in the data active = inhibition above about 32%;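 note: 0% = median of test compound wells and 100% = reference inhibitor wells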
Numbers without * were called inactive; nt = not tested or not shown.

Every second line gives: MITF primary, TEAD-YAP inh, GPR151 ag, FBW7 act
COc1ccc(Cl)cc1N(CC(=O)Nc1cccc(Cl)c1C)S(C)(=O)=O
 : -1.0, 1.7, -0.5, 0.2
COCC(=O)NCC(C)Oc1cccc(CN2CCOCC2)c1 (stereo unspecified)
 : -2.0, -1.6, -0.6, -0.4
CCOC(=O)CSc1nc2ccsc2c(=O)[nH]1
 : 4.3, 4.4, 0.6, 0.1
O=C(Nc1ccc(F)cc1)c1ccccc1S(=O)(=O)c1ccccc1[N+](=O)[O-]
 : 12.0, 4.4, -1.9, 0.1
Brc1cccc(-c2cnc3ccc(NC4CCOCC4)nn23)c1
 : -4.7, 29.9, -0.2, -0.2
CCC(=O)Nc1nc2c(s1)C(=O)CC(C(=O)NCc1ccc(C)o1)C2 (stereo unspecified)
 : 10.0, -41.1, 0.0, 0.7
CCc1cc(-c2[nH]ncc2-c2cscn2)c(O)cc1O
 : 3.5, 8.6, 1.7, 0.0
O=C(NCC1Cc2cccc(-c3cncnc3)c2O1)c1cnn(-c2ccccc2)c1 (stereo unspecified)
 : 6.9, -10.9, 0.6, 0.0
COc1ccc(Cn2nnnc2C(C(C)C)N2CCN(c3ccccc3)CC2)cc1 (stereo unspecified)
 : 11.2, 0.8, 1.7, 0.2
CCOC(=O)c1cc(S(=O)(=O)N(CC)c2cccc(C)c2)cn1C
 : 10.0, -2.1, 1.1, 0.1
NC(=O)NC(=O)CN1C(=O)NC(c2ccccc2)(c2ccccc2)C1=O
 : -6.3, 6.5, -0.2, -0.1
Cc1ccc(C(=O)N/C(=C\c2ccccc2)C(=O)NCc2ccco2)cc1
 : 1.1, 6.4, 0.3, 0.0
O=C(c1cnn2c1NC(c1ccccc1)CC2C(F)(F)F)N1CCCCC1 (stereo unspecified)
 : -10.8, 0.9, 2.1, 0.0
CC(C)CC(=O)Nc1ccc(C(=O)CN2C(=O)NC3(CCc4ccccc43)C2=O)cc1 (stereo unspecified)
 : 0.2, -0.1, 0.3, -0.1
CCOc1ccc(S(=O)(=O)NCCCN2CCOC(c3ccccc3)C2)cc1F (stereo unspecified)
 : 5.9, 1.7, -0.7, 0.6
O=C(CCC(=O)OCc1cccc([N+](=O)[O-])c1)Nc1ccc(F)cc1
 : -3.1, -13.9, -0.9, 0.5
Cc1cccc(-c2nc(Nc3ccc(F)cc3Cl)c3ccccc3n2)c1
 : 2.7, -0.1, -0.2, 0.0
COc1ccc2c(c1)C(=O)N(c1ccc(C)cc1C)C(=O)/C2=C/N1CCOCC1
 : 3.2, 0.7, 0.3, 0.0
O=C(Nc1ccc(N2CCOCC2)cc1)c1ccnc(-c2ccccc2)c1
 : -69.4, 3.6, 0.8, -0.1
COc1ccc(N2C(=O)CSC2c2c(F)cccc2Cl)cc1 (stereo unspecified)
 : -9.9, 3.7, -1.0, -0.1
CC1CCCC(NC(=O)C2N(CCCN3CCCCC3)C(=O)C3C(C(=O)Nc4ccc(F)c(Cl)c4)C4C=CC32O4)C1C (stereo unspecified)
 : -4.7, -10.0, -1.5, 0.0
CCc1ccc(-c2cc(C(=O)N3CCN(C/C=C/c4ccccc4)CC3)c3ccccc3n2)cc1
 : 2.4, 47.0*, 5.3*, 0.0
COC(=O)C1=CN(Cc2ccc(Cl)cc2)C=C(C(=O)OC)C1c1cc(OC)c(O)c([N+](=O)[O-])c1
 : 1.9, -3.7, 1.5, -0.2
Cc1nn(C)c(C)c1-c1cncc(C(=O)NCCOc2ccccc2)c1
 : -10.0, -0.7, -0.3, 0.1
Cc1cc(C(=O)Nc2sc3c(c2C#N)CCC(C)C3)no1 (stereo unspecified)
 : -16.9, -42.1, -0.2, 0.1
CN1CCN(c2nc(Nc3ccc(F)cc3)nc3ccccc23)CC1
 : 4.7, -0.1, -2.3, -0.3
CC(C)(C)OC(=O)NC(Cc1ccccc1)C(=O)Nc1ccccc1 (stereo unspecified)
 : -0.3, 5.0, 0.2, -0.2
CCOC(=O)C1(CC2CCCCO2)CCN(C(=O)/C=C/c2cccs2)CC1 (stereo unspecified)
 : -3.9, -3.7, 1.0, 0.1
CCCCC[C@H](O)/C=C/[C@@H]1[C@@H](C/C=C/CCCC(=O)O)[C@H](O)C[C@H]1O
 : 11.5, nt, 0.2, nt
COc1ccc(CCC(=O)Nc2nnc(C3CCCCC3)s2)cc1
 : 15.1, 7.0, 0.1, 0.8
Cc1cccc(C(=O)Nc2c3c(nn2-c2ccc(C)cc2C)CSC3)c1
 : 12.8, 13.2, -0.3, 0.1
COc1ccc(-c2nn(Cc3ccncc3)c(=O)o2)c2ccccc12
 : -1.2, 11.9, 0.5, 0.0
CCSc1cccc2cccnc12
 : -0.9, 3.3, 1.0, 1.2
Cc1cccc(Cn2c(N)nc3c2c(=O)[nH]c(=O)n3C)c1
 : -3.2, -0.5, 0.7, 0.2
O=S1(=O)c2cccc3cccc(c23)N1CCOc1ccc(Cl)cc1
 : 0.1, 3.3, 1.0, 0.1
CC(C)CC(=O)Nc1ccc(S(=O)(=O)N2CCC(c3nc4ccccc4[nH]3)CC2)cc1
 : 19.9, 34.4*, 1.4, 0.3
COC(=O)C1(c2ccccc2)NC(c2ccccc2C)C2C(=O)N(c3ccccc3)C(=O)C21 (stereo unspecified)
 : -8.7, 1.3, 0.5, -0.1
O=S(=O)(Nn1cnnc1)c1cccc2cccnc12
 : -7.2, 3.7, 0.0, 0.8
CC(=O)Oc1cc2c(C(=O)NCc3ccco3)c(C)oc2c2ccccc12
 : -3.0, -63.9, 0.3, -0.2
CC(=O)N1CCc2ccc(S(=O)(=O)N3CCc4ccccc43)cc21
 : -6.2, 9.8, 2.0, -0.3
Cc1cc(=O)[nH]c(N/N=C/c2ccc([N+](=O)[O-])cc2)n1
 : 3.0, 13.2, 1.2, 0.0
COc1cc(NC(=O)c2sc3ncn(Cc4ccccc4F)c(=O)c3c2C)cc(OC)c1OC
 : -9.1, 9.5, 0.8, -0.1
c1ccc(Oc2ccccc2-c2cnn3c(NC4CCCNC4)ccnc23)cc1 (stereo unspecified)
 : -15.8, -13.6, 3.8, 0.1
c1c(C23CC4CC(CC(C4)C2)C3)nc2n1CCC2
 : 0.2, -0.1, 0.4, -0.2
Cc1cc(NC(=O)Cn2nc(C)cc2C)sn1
 : 8.1, -6.8, 2.3, 0.1
COc1ccc(N(CC(=O)NCc2ccco2)S(=O)(=O)c2ccccc2[N+](=O)[O-])c(OC)c1
 : 2.9, 4.1, -0.5, -0.2
CCc1ccc(NC(=O)CSc2nc3ccccc3o2)cc1
 : 17.4, -21.4, 0.6, 0.6
O=c1oc(-c2nccc3ccccc23)nn1CCN1CCCC1
 : 5.2, -7.6, 0.5, -0.1
Cc1nnc(Sc2nc(Nc3ccc(C)c(C)c3)nc(Nc3ccc(C)c(C)c3)n2)s1
 : 14.5, 13.1, -0.1, 0.1
CN(C)c1ccc(NC(=O)CSc2nc3ccccc3c(=O)n2CCc2ccccc2)cc1
 : 16.5, 4.3, 1.6, 0.1
O=C(Cc1ccccc1)Nn1c(SCc2cccc(F)c2)nc2ccccc2c1=O
 : -1.9, -6.2, 2.1, 0.3
Cc1ccccc1/C=C1\N=C(c2ccco2)OC1=O
 : 7.1, -11.5, -0.9, 0.5
COCCNc1nccn2c(-c3ccccc3F)cnc12
 : -4.1, 5.2, -0.7, -0.1
COC(=O)c1ccc(CN2CCN(c3ccccc3)CC2)cc1
 : 35.4, -35.0, 1.4, 0.1
NC(=O)c1ccc(OCc2ccc3ccccc3n2)cc1
 : -0.3, -35.2, -5.3, 0.0
O=C(O)/C=C\C(=O)NCCc1ccncc1
 : -3.8, 0.4, 1.0, -0.1
CCOc1ccc(C(=O)Nc2ccccc2F)cc1[N+](=O)[O-]
 : 2.4, -30.2, 1.0, 0.1
O=C(CCCCCN1C(=O)c2cccc3cccc(c23)C1=O)Nc1nccs1
 : 2.0, 8.0, 1.3, 0.0
COc1cccc(N2CC(C(=O)Oc3ccc4ccccc4c3)CC2=O)c1 (stereo unspecified)
 : 3.0, -7.7, 7.3*, 0.1
CC(C)(C)c1ccc(-c2nnc(SCC(=O)Nc3ccc4nc(SCC(=O)Nc5ccccc5)sc4c3)n2-c2ccccc2)cc1
 : 5.0, -3.8, 0.6, -0.1

Full records, looked up by structure. Screens in order: MITF primary	TEAD-YAP inh	GPR151 ag	FBW7 act
Shown for O=S(=O)(Nn1cnnc1)c1cccc2cccnc12 = -7.2	3.7	0.0	0.8
Shown for Cc1ccc(C(=O)N/C(=C\c2ccccc2)C(=O)NCc2ccco2)cc1 = 1.1	6.4	0.3	0.0
Shown for CC(C)CC(=O)Nc1ccc(S(=O)(=O)N2CCC(c3nc4ccccc4[nH]3)CC2)cc1 = 19.9	34.4*	1.4	0.3
Shown for COCC(=O)NCC(C)Oc1cccc(CN2CCOCC2)c1 (stereo unspecified) = -2.0	-1.6	-0.6	-0.4

Other entries.
Every second line gives: MITF primary, TEAD-YAP inh, GPR151 ag, FBW7 act
O=C(O)c1ccc2[nH]c(=O)c(Cc3ccccc3F)nc2c1
 : -8.3, -1.9, -1.0, 0.1
CN1CCC(N(C)C2CC(=O)N(c3ccccc3)C2=O)CC1 (stereo unspecified)
 : 0.3, -4.2, -0.4, 0.3
CCOC(=O)C1(CCOc2ccccc2)CCN(Cc2cnc(C)[nH]2)CC1
 : -1.9, -3.5, -1.7, -0.1
COc1ccccc1C(CC#N)c1ccc2c(c1)OCO2 (stereo unspecified)
 : 13.6, 13.6, -0.8, 0.3
COC(=O)c1ccccc1NC(=O)Cc1c(C(=O)O)[nH]c2ccccc12
 : -4.6, 7.4, -0.4, 0.0
CC(=O)O/C1=C/SC2c3ccccc3C(=O)N2Cc2ccccc21 (stereo unspecified)
 : -10.1, 5.1, -1.3, 0.0
O=C(c1ccc2c(c1)OCO2)N(CC1CCCO1)C1(C(=O)NC2CCCC2)CCCCC1 (stereo unspecified)
 : 0.7, -5.3, -0.6, 0.6
COC(CN1C(=O)C(O)=C(C(C)=O)C1c1ccc(O)cc1)OC (stereo unspecified)
 : 4.5, 6.3, 3.2, -0.3
COc1ccc(OC)c(N(CC(=O)Nc2ccc(C)cc2)S(C)(=O)=O)c1
 : 1.1, -11.3, -0.3, 0.4
COc1cccc(-c2csc(=Nc3ccccc3OC)n2CCO)c1
 : -3.9, 0.7, -0.2, -0.4
CC(C)N(CCNc1ccnc(Nc2ccc3ncccc3c2)n1)C(C)C
 : -4.7, -7.6, 1.3, -0.2
Cc1ccccc1NC(=O)CCS(=O)(=O)c1ccc2c(c1)SCC(=O)N2
 : -2.3, 5.2, -0.1, -0.1
COC(=O)c1ccc2c(=O)nc3n(c2c1)CC(O)=C3c1ccccc1
 : 8.0, 7.9, 1.0, 0.2
CC(C)c1ccc(C2=CC(c3cccc(Cl)c3)n3nnnc3N2)cc1 (stereo unspecified)
 : 9.7, -4.4, -0.9, -0.1
COc1cc(C(=O)Nc2ncc(Cc3ccccc3Cl)s2)cc(OC)c1OC
 : 7.8, 57.5*, -0.3, 0.2
CC(=O)c1ccc(NC(=O)Cn2cnc3c(cnn3-c3ccccc3C)c2=O)cc1
 : 6.7, -2.0, -0.4, 1.3
CC(C)CNC(=O)C(=O)Nc1cccc(C(F)(F)F)c1
 : 9.7, 3.2, -0.5, -0.1
COc1ccc(C(=O)Nc2ccnn2C2CCN(C(=O)c3c(C)noc3C)CC2)cc1
 : 11.4, -15.9, -0.9, 0.1
O=C(O)c1nccnc1C(=O)Nc1nccs1
 : 20.9, -0.9, -0.4, 0.3
CC1(c2ccc(Cl)cc2Cl)NC(=O)N(CC(=O)Nc2ccc3c(c2)OCO3)C1=O (stereo unspecified)
 : -8.4, -9.3, 0.4, -0.1
Cc1cccc(-n2c(SCC(=O)NCc3ccco3)nnc2-c2cccnc2)c1C
 : -10.0, -11.8, 0.0, -0.1
Cc1cc(-n2c(C)cc(/C=C3/NC(=O)NC3=O)c2C)ccc1I
 : 16.7, 3.1, 0.0, -0.2
CC1=NN(C(N)=S)C(=O)C1N=Nc1ccccc1Cl (stereo unspecified)
 : 10.4, -14.9, -0.2, -0.3
CCOC(=O)c1c(-c2ccc(C)cc2)csc1NC(=O)CSc1nnc2sc3ccccc3n12
 : 9.6, 4.8, -0.6, -0.1
Cc1cc(CC2(c3ccccc3)C(=O)Nc3cc(F)ccc32)no1 (stereo unspecified)
 : 10.6, -3.2, -0.3, 0.2
CCOC(=O)c1c(C)oc2cc(C)c(NS(=O)(=O)c3cccs3)cc12
 : 5.3, 46.5*, 0.7, 0.0
CCOC(=O)C1=C(N)OC2=C(C(=O)CC(c3ccccc3)C2)C1c1cccc(OC)c1 (stereo unspecified)
 : 0.1, -22.3, -0.5, -0.2
COc1cc([N+](=O)[O-])ccc1-c1ccc(/C=N/N2C(=O)C3C4C=CC(C5CC45)C3C2=O)o1 (stereo unspecified)
 : -8.4, -5.7, -1.0, -0.5
Cc1cc(C)cc(NC(=O)COc2ccc(C(=S)N3CCOCC3)cc2)c1
 : 10.6, -9.5, 1.5, -0.1
CCOc1ccc(/C(O)=C2\C(=O)C(=O)N(c3nccs3)C2c2cccc(Cl)c2)cc1 (stereo unspecified)
 : 4.6, -0.3, -0.4, -0.1
COC(=O)C1=C(C)N=c2s/c(=C\c3ccc([N+](=O)[O-])cc3)c(=O)n2C1c1ccc(OC)cc1 (stereo unspecified)
 : 1.6, -21.0, 0.3, -0.1
O=C(c1ccc(N2CC3CC(C2)c2cccc(=O)n2C3)c(NC(=S)Nc2ccc(Cl)cc2Cl)c1)N1CCC2(CC1)OCCO2 (stereo unspecified)
 : 0.3, 4.0, 1.6, 0.0
CN(Cc1ccc(OC2CCN(C(=O)C3CCCCC3)CC2)cc1)Cc1cnn(C)c1
 : 9.2, 9.7, 1.3, -0.2
O=C(Oc1ccc(N2C(=O)C3C4C=CC(C4)C3C2=O)cc1)c1ccc([N+](=O)[O-])cc1 (stereo unspecified)
 : -11.2, 6.2, 0.0, 0.3
Cc1csc(NC(=O)NC2CC(=O)N(c3cccc(F)c3)C2)n1 (stereo unspecified)
 : -11.4, -17.9, -0.3, 0.0
